Mac1 fbg inh: inhibitors of CD11b/CD18 adhesion to fibrinogen, primary screen, K562 cells, luminescence; Integrin beta-2 (Homo sapiens) + Integrin alpha-M (Homo sapiens), P05107+P11215; ATPlite luminescence; Mn2+ added to activate the integrin; inhibition, % at 10 µM; hit rate 0.54% among 93,000; AID 1497, 2009;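 active means primary inhibition of 50% or more at 10 µM, then 40% or more on retest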; further: some results filed as inactive read as strong as hits
CYP2C9 activ: human CYP2C9 activators, primary screen, biochemical, luminescence. Cytochrome P450 2C9 (Homo sapiens), P11712. recombinant CYP2C9, luciferin-H conversion; stronger effect = higher value; factor 1 = untreated enzyme, 0 = blocked. activation factor at 5 µM. hit rate 1.4% among 96,000;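 active means activation factor of 2 or more for CYP2C9 at a 5 µM dose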;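 further: 0 = sulfaphenazole-blocked wells and 1 = vehicle-only wells; values of inactives mirror those of a sister screen read the other way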
CYP2C19 inh: blockers of cytochrome P450 2C19 activity – biochemical, luminescence, ADME assay, primary screen; P33261; inhibition, % at 5 µM; hit rate 21% among 96,000; CYP2C19 Supersomes, luciferin-H EGE luminescence, 30 min;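 active means CYP2C19 inhibition above a set limit at 5 µM in the primary screen, cut at about 50% in these data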;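 further: plate controls were negative control wells for no effect and 2.5 mM tranylcypromine positive control for full effect; values of inactives mirror those of a sister screen read the other way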
Target sequence (P33261 whole entry, looked up): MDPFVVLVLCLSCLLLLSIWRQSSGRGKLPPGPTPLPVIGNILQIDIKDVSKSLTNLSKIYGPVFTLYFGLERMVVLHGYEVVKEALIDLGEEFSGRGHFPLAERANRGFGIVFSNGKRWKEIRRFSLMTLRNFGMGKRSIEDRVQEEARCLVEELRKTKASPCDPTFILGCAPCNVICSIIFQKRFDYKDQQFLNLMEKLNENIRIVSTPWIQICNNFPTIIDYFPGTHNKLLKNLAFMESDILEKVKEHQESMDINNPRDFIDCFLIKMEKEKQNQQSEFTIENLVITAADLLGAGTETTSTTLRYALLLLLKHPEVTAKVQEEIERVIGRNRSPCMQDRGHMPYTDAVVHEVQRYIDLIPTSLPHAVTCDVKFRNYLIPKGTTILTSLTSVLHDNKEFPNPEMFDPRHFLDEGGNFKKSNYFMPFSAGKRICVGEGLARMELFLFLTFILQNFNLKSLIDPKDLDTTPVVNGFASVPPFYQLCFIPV
MT1-MMP txn act: MT1-MMP promoter reporter activation – cell-based, luciferase luminescence, primary screen | activation factor at 10 µM | hit rate 0.16% among 86,000 | HT1080 MT1-MMP promoter luciferase reporter, overnight; stronger effect = higher value;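 active means activation factor of at least 2 for MT1-MMP transcription at 10 µM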
PLAP act: PLAP enzyme activators, biochemical, luminescence, HTS; Alkaline phosphatase, placental type (Homo sapiens), P05187; purified PLAP enzyme, luminescent substrate read-out; stronger effect = higher value; activation fold at 20 µM; hit rate 1.2% among 96,000; AID 696, 2007; in the data active means activation fold above about 2
Target sequence (P05187 whole entry, looked up): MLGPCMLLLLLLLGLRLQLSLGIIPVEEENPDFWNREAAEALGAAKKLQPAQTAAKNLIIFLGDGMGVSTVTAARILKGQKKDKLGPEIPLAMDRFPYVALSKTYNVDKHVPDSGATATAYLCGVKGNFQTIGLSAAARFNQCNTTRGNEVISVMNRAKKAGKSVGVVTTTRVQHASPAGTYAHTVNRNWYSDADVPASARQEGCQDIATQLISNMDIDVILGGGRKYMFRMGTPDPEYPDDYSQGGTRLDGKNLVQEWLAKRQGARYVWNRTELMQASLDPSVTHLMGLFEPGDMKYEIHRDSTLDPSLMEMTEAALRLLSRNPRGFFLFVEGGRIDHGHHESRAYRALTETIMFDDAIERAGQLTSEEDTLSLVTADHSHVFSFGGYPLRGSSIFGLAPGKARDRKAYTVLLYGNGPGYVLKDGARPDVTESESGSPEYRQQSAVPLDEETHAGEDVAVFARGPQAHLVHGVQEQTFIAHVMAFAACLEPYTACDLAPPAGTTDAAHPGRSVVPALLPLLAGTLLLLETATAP
Mac1 fbg enh: enhancers of CD11b/CD18 adhesion to fibrinogen, primary screen, K562 cells, luminescence | Integrin beta-2 (Homo sapiens) + Integrin alpha-M (Homo sapiens), P05107+P11215 | ATPlite luminescence | activation, % at 10 µM | hit rate 0.07% among 93,000 | AID 1499, 2009;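 active means 10 µM primary screen giving 50% or more activity, confirmed by 40% or more on retest at that dose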; further: strong numbers were not always called active; reference of the scale not given here
CYP2C19 act: human CYP2C19 activators, primary screen, biochemical, luminescence; Cytochrome P450 2C19 (Homo sapiens), P33261; recombinant CYP2C19, luciferin-H EGE luminescence; stronger effect = higher value; 0 = fully inhibited enzyme, 1 = untreated enzyme; activation factor at 5 µM; 96,000 tested, under 10 active; AID 1025, 2008;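 active means activation factor of at least 2 at 5 µM in the primary screen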;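 further: 0 = wells with 2.5 mM tranylcypromine and 1 = vehicle-only wells; values of inactives mirror those of a sister screen read the other way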
PTK2B oligo ant: antagonists of Pyk2 self-association, primary screen, Q293 cells, FERM NanoBiT luminescence, HTS; Protein-tyrosine kinase 2-beta (Homo sapiens), Q14289; stronger effect = lower value; z-score (the deposit names both 25 µM and 10 µM); hit rate 0.83% among 99,000; AID 1347419, 2020;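 active means Z-score of -3 or lower, scaled per plate to the spread of control and sample wells; inactive means z-score above -3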;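 further: negative z-score means lost luminescence so less FERM oligomerization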
CYP2C9 inh: blockers of cytochrome P450 2C9 activity – biochemical, luminescence, ADME assay, primary screen. P11712. CYP2C9 Supersomes, luciferin-H conversion. inhibition, % at 5 µM. hit rate 20% among 96,000. AID 777, 2007;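 active means blocking of liver enzyme CYP2C9 beyond about 50% at 5 µM, limit read from the data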; further: values of inactives mirror those of a sister screen read the other way
Starred values were filed as active, the others as inactive; nt = no result given. No enrichment for hits; 31% or so of the library scored in one or more.

PTK2B oligo ant	PLAP act	CYP2C19 act	CYP2C19 inh	CYP2C9 inh	Structure	Mac1 fbg inh	MT1-MMP txn act	CYP2C9 activ	Mac1 fbg enh
0.2	1.7	1.1	-11	22	COc1ccccc1OCC(=O)Nc1ccc(S(=O)(=O)NC(C)=O)cc1	5	1.1	0.8	1
-0.13	1.5	1.1	-8	-17	COc1cc(CN2CCC(C(=O)NC3CCCC3)CC2)ccc1O	-14	1.2	1.2	3
0.85	1.2	1	2	6	O=C(COc1ccccc1)NC1CCN(Cc2ccccc2)CC1	6	1	0.9	-7
0.74	1.1	0.8	24	94*	O=C(Nc1nc(=S)ss1)c1ccc(Cl)cc1Cl	114*	1.1	0.1	-7
-1.6	1	0.3	66*	40	C=CCOCCN1C(=O)C2C(c3ccccc3)C=CC(c3ccccc3)C2C1=O (centres undefined)	42	1.1	0.6	1
0.64	0.8	0.8	21	-7	COc1nc(C)ccc1-c1noc(-c2ccco2)n1	-2	nt	1.1	0
-0.7	0.9	0.4	65*	48	Cc1[nH]nc(SCC(=O)N2CCCCC2)c1[N+](=O)[O-]	-4	nt	0.5	-3
nt	1.1	0.5	52*	99*	COC(=O)c1cc2ccsc2n1Cc1nc(-c2cccc(Cl)c2)oc1C	9	nt	0	1

(more compounds)
PTK2B oligo ant	PLAP act	CYP2C19 act	CYP2C19 inh	CYP2C9 inh	Structure	Mac1 fbg inh	MT1-MMP txn act	CYP2C9 activ	Mac1 fbg enh
1.2	0.9	0.8	21	-15	COc1ccc(C2CC(=O)NC3=C2C(=O)CCC3)cc1Cl (centres undefined)	nt	1	1.1	nt
nt	0.9	0.9	6	58*	O=C(CSc1ccc2nnc(-c3ccncc3)n2n1)Nc1ccc2c(c1)OCO2	-7	1.2	0.4	0
-0.26	1.5	1	2	-11	CC(C)c1ccc(NC(=O)C2CC(=O)N=C(N)S2)cc1 (centres undefined)	-5	1	1.1	-3
0.6	0.8	0.7	31	15	CC(CCc1ccccc1)NC(=O)c1cncc(Br)c1 (centres undefined)	-20	1	0.8	-4
0.45	1.1	1.1	-12	-17	CCOC(=O)C1=C(C)S/C(=C\N(C)C)C1=O	9	1.1	1.2	-4
-0.34	1	0.9	10	1	NC(=O)c1cccn1Cc1cccc(Cl)c1	48	1.1	1	-2
0.21	0.9	1.1	-8	0	CN(C)CCCNCCCNC(=O)c1ccncc1	-1	nt	1	0
-0.76	0.9	1	3	0	O=C(OCC(=O)c1cccs1)C1=COCCO1	-25	1.7	1	-4

Among those listed so far, these contain four or more nitrogen atoms.
PTK2B oligo ant	PLAP act	CYP2C19 act	CYP2C19 inh	CYP2C9 inh	Structure	Mac1 fbg inh	MT1-MMP txn act	CYP2C9 activ	Mac1 fbg enh
-0.7	0.9	0.4	65*	48	Cc1[nH]nc(SCC(=O)N2CCCCC2)c1[N+](=O)[O-]	-4	nt	0.5	-3
nt	0.9	0.9	6	58*	O=C(CSc1ccc2nnc(-c3ccncc3)n2n1)Nc1ccc2c(c1)OCO2	-7	1.2	0.4	0
0.21	0.9	1.1	-8	0	CN(C)CCCNCCCNC(=O)c1ccncc1	-1	nt	1	0

More structures.
PTK2B oligo ant	PLAP act	CYP2C19 act	CYP2C19 inh	CYP2C9 inh	Structure	Mac1 fbg inh	MT1-MMP txn act	CYP2C9 activ	Mac1 fbg enh
-1.2	0.7	0.3	69*	57*	Cc1ccc(C(=O)/C=C/c2ccccc2)o1	18	nt	0.4	-2
-1.3	1.6	0	96*	84*	Cc1ccc(S(=O)(=O)Nc2ccccc2CNc2c(C)n(C)n(-c3ccccc3)c2=O)cc1	2	1.1	0.2	-4
-0.77	1	1	-3	0	O=P(OC1CCS(=O)(=O)C1)(c1ccccc1)c1ccccc1 (centres undefined)	27	1.3	1	0
0.25	0.9	0.8	24	64*	CCOc1ccc(NS(=O)(=O)c2ccc(NS(C)(=O)=O)cc2)cc1	3	1.1	0.4	2
-0.02	1.4	0.6	36	67*	COc1ccc(-c2noc(-c3ccccc3-c3ccccc3)n2)cc1OC	1	1.1	0.3	1
1.2	1	1	-2	-20	C=CC1C(N2CCOCC2)C(C)(C)S1(=O)=O (centres undefined)	-12	1.2	1.2	-4
0.47	1.5	0.7	32	-4	COCCNCCOCCOc1ccc(Cl)c(C)c1	2	1.1	1	-2
-0.32	0.9	1	0	7	CC1CCc2nc(N)c(C#N)c(-c3cccn3C)c2C1 (centres undefined)	-13	1.2	0.9	0

Remaining list, next part:
PTK2B oligo ant	PLAP act	CYP2C19 act	CYP2C19 inh	CYP2C9 inh	Structure	Mac1 fbg inh	MT1-MMP txn act	CYP2C9 activ	Mac1 fbg enh
-2.8	1.2	0.9	6	-2	C=CCNC(=O)c1ccccc1NC(=O)c1ccc(Cl)c(S(=O)(=O)Nc2cc(C)ccc2C)c1	1	nt	1	1
0.45	0.9	0.5	46	28	CN(C)C1NC(=O)c2cc(-c3ccccc3)sc2N1 (centres undefined)	-1	1.1	0.7	-1
nt	1.1	1.2	-22	-17	Cn1c(=O)cc(OCC(=O)N2CCC(N3CCCCC3)CC2)c2ccccc21	-4	1.3	1.2	-1
-0.09	1	1	-3	-23	CCOC(=O)Nc1ccc(S(=O)(=O)Nc2nc(C)cc(C)n2)cc1	-15	1	1.2	-4
-0.37	1	0.8	23	-7	CS(=O)(=O)n1nc(OC(=O)c2cccc3ccccc23)cc1N	11	1.6	1.1	-2
-0.13	1.2	0.9	6	22	Nc1c(C(=O)NCc2ccc3c(c2)OCO3)nnn1-c1ccc(OC(F)(F)F)cc1	-6	1.1	0.8	-4
0.26	1.1	1	-4	10	CC(C)CN(C(=O)COC(=O)c1cc2c(s1)CCC2)C1CCS(=O)(=O)C1 (centres undefined)	-20	1.1	0.9	70
0	1.2	0.8	21	33	COc1cc(/C=C2/C(=N)N3C=CSC3=NC2=O)ccc1OCCCOc1cc(C)ccc1C	nt	1.1	0.7	nt

(next part)
PTK2B oligo ant	PLAP act	CYP2C19 act	CYP2C19 inh	CYP2C9 inh	Structure	Mac1 fbg inh	MT1-MMP txn act	CYP2C9 activ	Mac1 fbg enh
-0.13	1.2	0.9	7	5	Cc1ccc(-c2nc(CN(C)C)cc(CN(C)C)c2O)cc1	-10	1.3	1	-1
-0.46	0.9	0.2	76*	13	CCn1c(SCC(=O)c2cccs2)nnc1-c1ccco1	-15	1.3	0.9	3
0.26	1.4	0.4	56*	-82	Cc1cccc(OCCCOc2cccc3cccnc23)c1C	-7	nt	1.8	-3
0.02	0.8	0.7	32	37	Cc1ccc(S(=O)(=O)N/N=C/c2cnn(C)c2C)cc1	-8	nt	0.6	-8
-0.01	1	0.9	8	-8	CNC(=O)COC(=O)c1nc(-n2nc(C)cc2C)ccc1Cl	nt	nt	1.1	nt
nt	1.3	0.5	54*	34	CCCn1nc2cc(C(=O)NCCc3cccs3)ccc2c1OCC	-5	nt	0.7	3
0.43	1	0.9	12	-5	O=C(Nc1ccc2oc(-c3cccc(F)c3)nc2c1)c1ccccc1F	-7	1.6	1	-2
-0.09	1.2	1	-5	-5	O=C1c2ccccc2C(=O)N1OCCOCCOCCON1C(=O)c2ccccc2C1=O	-6	1.2	1.1	-3

Other compounds follow:
PTK2B oligo ant	PLAP act	CYP2C19 act	CYP2C19 inh	CYP2C9 inh	Structure	Mac1 fbg inh	MT1-MMP txn act	CYP2C9 activ	Mac1 fbg enh
-0.9	0.9	1	3	22	O=c1c2ccccc2c(-c2ccccc2)nn1Cc1c(Cl)cccc1Cl	4	nt	0.8	4
0.18	0.9	1.2	-22	-25	O=C(Nc1nnc(CC(=O)N2CCOCC2)s1)C1COc2ccccc2O1 (centres undefined)	-3	1.1	1.2	-4
-0.37	0.9	0.9	12	10	Cc1ccc(S/C=C\C(=O)c2ccccc2)cc1	16	1.1	0.9	-1
-0.69	1.3	0.9	9	37	COC(=O)CCc1c(C)c(C#N)c2nc3ccccc3n2c1N1CCCC1	nt	1.1	0.6	nt
-0.62	0.9	0.4	62*	4	O=C(c1ccccc1)c1cccc(NC(=O)C2CC2)c1	-5	nt	1	0
nt	1.2	1	5	-15	CC1(C(=O)N2CC3(CC(c4cccc([N+](=O)[O-])c4)=NO3)C[C@H]2C(=O)NCC(N)=O)CC1 (some centres undefined)	-12	nt	1.1	4
0	1	1.1	-7	27	CC(C)Cc1[nH]c(=O)c(C#N)c2c1CCCC2	-9	1.2	0.7	4
0.51	0.8	1.1	-6	31	N=c1ccn(Cc2ccccc2Cl)cc1	1	1	0.7	0

Further compounds
PTK2B oligo ant	PLAP act	CYP2C19 act	CYP2C19 inh	CYP2C9 inh	Structure	Mac1 fbg inh	MT1-MMP txn act	CYP2C9 activ	Mac1 fbg enh
-0.44	1	1	-4	-5	CCC(C)(C)NC(=O)c1cc(C(=O)OC)cc([N+](=O)[O-])c1	4	0.8	1.1	-4
0.17	0.9	0.7	35	-3	CCSc1nsc(SCC)c1C(N)=O	-1	1.1	1	-4
0.92	1	0.3	70*	19	Cc1nc(CCN2C(=O)c3ccccc3C2=O)cs1	nt	nt	0.8	nt
-2	1.3	0.7	27	19	CCC(C)N(C(=O)Cn1nnc2ccccc21)C(C(=O)Nc1ccc(F)cc1)c1cccc(OC)c1 (centres undefined)	nt	nt	0.8	nt
2.4	1	0.1	89*	50*	O=C(NCc1ccc(F)cc1)C(Cc1ccccc1)NS(=O)(=O)c1cccs1 (centres undefined)	-18	1.1	0.5	-3
-2.8	0.8	0.9	14	-50	Cc1c(C(=O)OCC(=O)c2ccc3c(c2)OCCO3)oc2ccccc12	18	1.4	1.5	-3
-0.26	1.1	0.8	18	24	CCOc1ccccc1NC(=O)CSc1nnc(CNC(=O)c2ccco2)o1	2	nt	0.8	0
-0.79	0.9	1	4	14	COc1ccc(N(CC(=O)Nc2ccc(F)c(Cl)c2)S(=O)(=O)c2c(C)noc2C)cc1	-5	1.1	0.9	6

Next part:
PTK2B oligo ant	PLAP act	CYP2C19 act	CYP2C19 inh	CYP2C9 inh	Structure	Mac1 fbg inh	MT1-MMP txn act	CYP2C9 activ	Mac1 fbg enh
-0.73	0.8	0.4	59*	40	COc1cccc(-c2csc3nnc(SCC(=O)NCc4cccs4)n23)c1	-5	1	0.6	2
1.3	1.1	1.1	-6	0	Cc1csc(/C(=N\O)c2csc(C)n2)n1	-7	1.2	1	3
0.55	0.9	0.9	5	-4	CCCc1nnc(SCC(=O)N2CCOCC2)n1Cc1ccco1	-7	1	1	0
0.29	1.1	0.9	13	22	CCCCSc1nc(O)c(Cc2ccccc2)c(=O)[nH]1	-8	1.2	0.8	-5
-0.7	0.9	1	1	20	C=CCn1c(SCC(=O)NCc2ccco2)nc2sc3c(c2c1=O)CCCC3	-1	1.1	0.8	-2

Screening data as filed in PubChem BioAssay.
